Screening results: PubChem, National Center for Advancing Translational Sciences (NCATS)
FEN1 inh – blocks human flap endonuclease 1; P39748; Recombinant FEN1 flap cleavage, fluorescence, 15 min; Potency, µM (top dose mostly 114 µM), inactives show at the top dose activity change, negative = inhibition, usual class: inhibitors; 0.35% of 390,000 active; AID 588795; note: nearly all actives have a fitted effect of over 65% in size
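Read-out was taken twice, immediately and after 15 min, following addition of 50 nM substrate to 10 nM FEN1 that had sat with test compound for 15 min at room temperature. Curves came from a four-parameter Hill model.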
TDP1 cell CPT – DT40-hTDP1 cell growth loss with CPT; chicken DT40 Tdp1-/-;hTDP1 cells + 20 nM CPT, ATP luminescence, 48 h; Potency, µM (series often up to 46.2 µM), without a hit: at the top dose activity change, negative = growth inhibition, most hits filed as inhibitors; 12% of 420,000 active; AID 686979; note: nearly all actives have a fitted effect of over 55% in size
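Chicken DT40 Tdp1-/- cells complemented with human TDP1, 400 cells/well, exposed to compounds plus 20 nM camptothecin for at least 48 h at 37 C; viability read as ATP content by CellTiter-Glo luminescence.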
KAT2A inh – blocks human GCN5L2 histone acetyltransferase. Potency, µM (top dose mostly 58.9 µM), for inactives: at the highest dose activity change, negative = inhibition, hits mostly inhibitors. GCN5L2 HAT assay, ThioGlo1 CoA-SH fluorescence. 0.21% of 390,000 active. Q92830
Target sequence (Q92830 whole entry, looked up): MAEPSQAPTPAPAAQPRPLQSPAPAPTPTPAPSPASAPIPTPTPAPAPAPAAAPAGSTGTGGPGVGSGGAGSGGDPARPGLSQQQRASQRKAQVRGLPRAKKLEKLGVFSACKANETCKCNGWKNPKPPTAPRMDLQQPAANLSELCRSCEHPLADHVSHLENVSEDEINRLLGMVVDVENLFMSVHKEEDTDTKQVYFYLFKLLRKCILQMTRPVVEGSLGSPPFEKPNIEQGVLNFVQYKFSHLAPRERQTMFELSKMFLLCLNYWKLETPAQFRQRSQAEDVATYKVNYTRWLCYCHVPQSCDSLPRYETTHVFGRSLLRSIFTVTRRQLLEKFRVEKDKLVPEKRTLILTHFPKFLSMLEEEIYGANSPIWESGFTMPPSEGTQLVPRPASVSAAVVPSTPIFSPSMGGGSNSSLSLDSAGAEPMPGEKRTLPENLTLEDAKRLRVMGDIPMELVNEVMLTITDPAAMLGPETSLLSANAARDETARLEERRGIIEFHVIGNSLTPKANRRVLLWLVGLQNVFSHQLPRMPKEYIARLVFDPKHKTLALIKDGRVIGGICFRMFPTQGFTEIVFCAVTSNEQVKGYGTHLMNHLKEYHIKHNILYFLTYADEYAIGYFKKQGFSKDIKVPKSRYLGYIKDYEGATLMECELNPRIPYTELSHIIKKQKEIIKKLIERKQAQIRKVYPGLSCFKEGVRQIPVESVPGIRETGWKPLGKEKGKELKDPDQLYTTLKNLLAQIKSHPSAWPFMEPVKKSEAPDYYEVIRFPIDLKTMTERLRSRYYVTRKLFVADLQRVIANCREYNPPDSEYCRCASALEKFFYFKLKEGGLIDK
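ThioGlo1-coupled HAT assay: 20nM GCN5L2, 70uM acetyl-CoA, 75uM H3(1-25) peptide, pH 7.5. Fluorescence read at 340/540nm at start and after 20 min at room temperature.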
Active calls of the source: *; & = joins results of further samples; [ ] = another dose, or the depositor's remark. Calls come from the whole dose curve; as a rule, active = well fitted curve in the direction sought with a large enough effect; inconclusive = small, poorly fitted or top-dose-only effect, or another doubt; inactive = no such curve, though single readings can be large; an effect the other way counts as inactive or inconclusive. % is set by controls: 0 for no effect and ±100 for the full control effect; potency is the fitted concentration of half-maximal effect.

For C=C(C)Cn1c(SCC(=O)c2ccc(Br)cc2)nc2sc3c(c2c1=O)CCCC3 the results were FEN1 inh 8%, TDP1 cell CPT 5% and KAT2A inh -1%.
`Cc1[nH]n(-c2ccccc2)c(=O)c1/C=N/NC(=O)c1cccc([N+](=O)[O-])c1` gave FEN1 inh 1%, TDP1 cell CPT 0.26µM* and KAT2A inh -4%.
For O=c1c(-c2ccc(F)cc2)nc2cnc(N3CCOCC3)nc2n1Cc1ccc(F)cc1 the results were TDP1 cell CPT 11% and KAT2A inh -6%.
For COc1ccc(OC)c(C(C(=O)NC2CCCCC2)N(Cc2ccco2)C(=O)c2ccccn2)c1 (configuration not stated) the results were FEN1 inh -12%, TDP1 cell CPT -26% and KAT2A inh -1%.
Screening COc1cc(/C=N/NC(=O)CNc2n[nH]c(=O)[nH]c2=O)ccc1OCc1ccccc1 returned FEN1 inh -5%, TDP1 cell CPT -15% and KAT2A inh -5%.
Screening CCN(CCCNC(=O)c1cc(Nc2ccccc2OC)nc2ccccc12)c1cccc(C)c1 returned FEN1 inh -18%, TDP1 cell CPT 21µM* and KAT2A inh -16%.
Screening N=c1oc2ccccc2cc1C(=O)Nc1ccc(F)cc1 returned FEN1 inh 0%, TDP1 cell CPT -27% and KAT2A inh -17%.
`CCn1c(=O)n(-c2ccc3c(c2)OCO3)c2nc(-c3cccc(OC)c3OC)nc(C(N)=O)c21` gave FEN1 inh 0%, TDP1 cell CPT -1% and KAT2A inh 4%.
N#C/C(=C/c1ccc(-c2ccccc2[N+](=O)[O-])o1)C(=O)NCCN1CCCCC1 was read as FEN1 inh -21%, TDP1 cell CPT 3% and KAT2A inh -4%.
Screening CNC(=O)c1cc2c(s1)CCCCCC2 returned FEN1 inh -2%, TDP1 cell CPT -23% and KAT2A inh -1%.
Screening O=C(COc1ccccc1C(=O)NCc1ccncc1)Nc1ccc(Br)cc1 returned FEN1 inh 1%, TDP1 cell CPT -17% and KAT2A inh -1%.
CC(=O)Nc1ccc(OC(=O)c2cccs2)cc1 was read as FEN1 inh 1%, TDP1 cell CPT -13% and KAT2A inh 3%.
For Nc1cc(C(=O)O)ccc1N1CCCCCC1 the results were FEN1 inh -4%, TDP1 cell CPT 2% and KAT2A inh -2%.
`COc1ccc(C(=O)c2cnc3cc4c(cc3c2C)OCO4)cc1` gave FEN1 inh -13%, TDP1 cell CPT inconclusive and KAT2A inh -7%.
CC1CC(C)(C)CC2(C1)NC(=S)N(c1ccccc1)N2 (configuration not stated) was read as FEN1 inh -1%, TDP1 cell CPT 0% and KAT2A inh -2%[0.501 µM].
For COc1ccc(NC(=O)CSc2nnnn2C2CCCC2)cc1 the results were FEN1 inh 3%, TDP1 cell CPT -11% and KAT2A inh 2%.
`Cc1cccc(C(=O)N2CCc3cc(CNC(=O)COc4ccc(Cl)cc4)ccc32)c1` gave FEN1 inh 3%, TDP1 cell CPT -28% and KAT2A inh -4%.
Screening O=c1[nH][nH]c(C(F)(F)F)c1C=NCc1cccc(Cl)c1 returned FEN1 inh 6%, TDP1 cell CPT 1% and KAT2A inh -4%.
CCn1c(SCc2ccccc2F)nnc1-c1ccncc1 was read as FEN1 inh -2%, TDP1 cell CPT 1% and KAT2A inh 4%.
CN(CC(=O)Nc1ccc(F)c(F)c1F)C(=O)C1COc2ccccc2O1 (configuration not stated) was read as FEN1 inh -4%, TDP1 cell CPT -1% and KAT2A inh -1%.
CCOCCn1c(SCC(=O)OCc2ccccc2)nc2c1c(=O)[nH]c(=O)n2C was read as FEN1 inh 3%, TDP1 cell CPT -14% and KAT2A inh 0%.
COc1cc(/C=C2\CCCc3c2nc2ccccc2c3C(=O)O)cc(Br)c1O was read as FEN1 inh 11%, TDP1 cell CPT -1% and KAT2A inh -6%.
NC(=O)N/N=C/c1c(O)ccc2oc3c(c12)CCCC3 was read as FEN1 inh -31%, TDP1 cell CPT inconclusive and KAT2A inh 0%.
Screening O=C1C(=Cc2ccc(Br)o2)C(=O)c2ccccc21 returned FEN1 inh 14µM*, TDP1 cell CPT 23µM* and KAT2A inh inconclusive.
For Clc1ccc(CSc2cc3c(nn2)-c2ccccc2CC3)cc1 the results were FEN1 inh 7%, TDP1 cell CPT inconclusive and KAT2A inh -1%.
C#CCOc1ccc2ccccc2c1/C=C(/C#N)c1ccc(C(=O)O)cc1 was read as FEN1 inh -2%, TDP1 cell CPT -2% and KAT2A inh inconclusive.
CC1CCCCN1C(=O)Nc1cccc(C(F)(F)F)c1 (configuration not stated) was read as FEN1 inh 1%, TDP1 cell CPT 3% and KAT2A inh -1%.
`O=C(CN(Cc1ccc(Br)cc1)S(=O)(=O)c1ccccc1)NCC1CCCO1` (configuration not stated) gave FEN1 inh -1%, TDP1 cell CPT inconclusive and KAT2A inh -4%.
CCC(C)NC(=S)N1CCN(C)CC1 (configuration not stated) was read as FEN1 inh -6%, TDP1 cell CPT 9% and KAT2A inh -8%.
Screening O=[N+]([O-])c1ccc(O)c(/C=N/Nc2nc3ccccc3[nH]2)c1 returned FEN1 inh 5%, TDP1 cell CPT 4.1µM* and KAT2A inh -3%.
O=c1[nH]nc2n1CCCCC2 was read as FEN1 inh -2%, TDP1 cell CPT -6% and KAT2A inh -1%.
For O=[N+]([O-])c1cc(C(F)(F)F)cc([N+](=O)[O-])c1NCCCN1CCOCC1 the results were FEN1 inh 5%, TDP1 cell CPT -19% and KAT2A inh 0%.
For O=C(COc1ccccc1)Nc1nnc(S(=O)(=O)N2CCCCCC2)s1 the results were FEN1 inh 18%&-2%, TDP1 cell CPT -21%&-5% and KAT2A inh -6%&-7%.
CCC(=O)Nc1ccc(S(=O)(=O)Nc2c(NC)c3ccccc3oc2=O)cc1 was read as FEN1 inh -7%, TDP1 cell CPT inconclusive and KAT2A inh -6%.
`COc1ccc(CCNC(=O)COC(=O)CCC(=O)c2ccc(F)cc2)cc1OC` gave FEN1 inh 3%, TDP1 cell CPT 0% and KAT2A inh 1%.
Screening O=[N+]([O-])c1ccc2[nH]cc(S(=O)(=O)N3CCN(c4cccc(Cl)c4)CC3)c2c1 returned FEN1 inh -22%, TDP1 cell CPT inconclusive and KAT2A inh -3%.
For Cc1ccc(-n2ncc(C(=O)NCCN3CCCC3)c2C2CCN(C(=O)OC(C)(C)C)CC2)cc1C the results were FEN1 inh 8%, TDP1 cell CPT 16µM* and KAT2A inh 14%.
Screening C/C(=N\NC(=O)c1ccc2ccccc2c1)c1cccnc1 returned FEN1 inh -16%, TDP1 cell CPT 2% and KAT2A inh -12%.
Screening CC(C)=CCN1CCN(Cc2cnc(N3CCCC3)s2)CC1CCO (configuration not stated) returned FEN1 inh 0%, TDP1 cell CPT 22% and KAT2A inh -7%.
Screening O=C(N/N=C/c1ccccc1)C(=O)N/N=C/c1ccccc1 returned FEN1 inh 2%, TDP1 cell CPT -6% and KAT2A inh -1%.
`COc1ccc(NC(=O)/C(=C\c2ccccc2)NC(=O)c2ccco2)cc1` gave FEN1 inh -4%, TDP1 cell CPT 4% and KAT2A inh 1%.
CC1CN(Cc2nc3c(c(=O)n(C)c(=O)n3C)n2Cc2ccccc2)CC(C)O1 (configuration not stated) was read as FEN1 inh 3%, TDP1 cell CPT -1% and KAT2A inh 2%.
For COc1ccc(NC(=O)CSc2nnc(CNC(=O)c3ccco3)o2)cc1 the results were FEN1 inh 16%, TDP1 cell CPT -29% and KAT2A inh -1%.
For CCOC(=O)N/N=C/c1cc(C)n(-c2ccccc2)c1C the results were FEN1 inh 21%, TDP1 cell CPT -22% and KAT2A inh 0%.
For O=S(=O)(NCc1cn2ccccc2n1)c1cc(F)ccc1F the results were FEN1 inh -1%, TDP1 cell CPT 9% and KAT2A inh -2%.
Screening CCCc1nc2ccccc2n2c(-c3ccccc3)c3c(=O)n(C)c(=O)n(C)c3c12 returned FEN1 inh 11%, TDP1 cell CPT 13µM* and KAT2A inh -8%.
COc1ccccc1C(=O)Nc1nc(-c2ccc(Br)cc2)ns1 was read as FEN1 inh 3%, TDP1 cell CPT inconclusive and KAT2A inh -1%.
For CN(C)c1ccc(/C=C2/NC(=O)NC2=O)cc1 the results were FEN1 inh 15%, TDP1 cell CPT -18% and KAT2A inh -5%.
Screening Cc1ccc(O)c(N/C=C/C(=O)c2ccc(F)cc2)c1 returned FEN1 inh 10%, TDP1 cell CPT inconclusive and KAT2A inh -10%.
Screening Cc1cccc(CC(=O)N2CCC(n3nccc3NC(=O)C3CC3)CC2)c1 returned FEN1 inh 1%, TDP1 cell CPT 21% and KAT2A inh 2%.
COc1ccc(CCC(=O)Nc2cc([N+](=O)[O-])ccc2OC)cc1 was read as FEN1 inh -2%, TDP1 cell CPT -22% and KAT2A inh -1%.
O=C(Nc1c(C(=O)N2CCC(N3CCCCC3)CC2)oc2ccccc12)c1c(F)cccc1F was read as FEN1 inh -5%&-7%, TDP1 cell CPT -7%&-12% and KAT2A inh -4%&-18%.
Cc1ccc(C2OC3=C(C(=O)CC(C)(C)C3)C(N)=C2C#N)o1 (configuration not stated) was read as FEN1 inh 0%, TDP1 cell CPT 10% and KAT2A inh -4%.
`Cc1cc(NC(=O)COC(=O)CNC(=O)c2cccs2)c([N+](=O)[O-])cc1C` gave FEN1 inh -10%, TDP1 cell CPT -14% and KAT2A inh -1%.
For O=C(OCC#CCSc1nnc(-c2ccccc2)o1)c1cc2ccccc2o1 the results were FEN1 inh 8%, TDP1 cell CPT -18% and KAT2A inh 0%.
Screening COc1ccc(C)cc1S(=O)(=O)N1CCN(c2cccc(C(F)(F)F)c2)CC1 returned FEN1 inh -6%, TDP1 cell CPT -25% and KAT2A inh -11%.
Screening COc1cccc(CC(=O)OCC(=O)NCC(=O)Nc2cccc(C)c2C)c1 returned FEN1 inh 3%, TDP1 cell CPT -9% and KAT2A inh -5%.
`N#Cc1nc(-c2ccc(F)cc2)oc1N1CCCC1` gave FEN1 inh -1%, TDP1 cell CPT 7.3µM* and KAT2A inh 4%.
Screening COc1cccc(N(C)C(=S)Oc2ccc3c(c2)CCCC3)n1 returned TDP1 cell CPT inconclusive and KAT2A inh -5%.
For Cc1noc(C)c1C(=O)N1CCC[C@@]2(CCN(C(c3ccccc3)c3ccccc3)C2)C1 the results were TDP1 cell CPT inconclusive and KAT2A inh -13%.

An excerpt from above in order of length of the SMILES, largest number first:
O=C(Nc1c(C(=O)N2CCC(N3CCCCC3)CC2)oc2ccccc12)c1c(F)cccc1F was read as FEN1 inh -5%&-7%, TDP1 cell CPT -7%&-12% and KAT2A inh -4%&-18%.
For COc1ccc(NC(=O)CSc2nnc(CNC(=O)c3ccco3)o2)cc1 the results were FEN1 inh 16%, TDP1 cell CPT -29% and KAT2A inh -1%.
COc1ccccc1C(=O)Nc1nc(-c2ccc(Br)cc2)ns1 was read as FEN1 inh 3%, TDP1 cell CPT inconclusive and KAT2A inh -1%.

The list continues.
O=C(NC1=NCCS1)c1ccccc1OCc1ccc(F)cc1 was read as FEN1 inh 1%, TDP1 cell CPT -2% and KAT2A inh -10%.
For CCOc1ccc(N(C(C)=O)C2C=CS(=O)(=O)C2)cc1 (configuration not stated) the results were FEN1 inh -1%, TDP1 cell CPT -10% and KAT2A inh -14%.
CCSc1nn(CC(=O)Nc2ccc(C(=O)OC)cc2)c(N)c1S(=O)(=O)c1ccc(C)cc1 was read as FEN1 inh -17%, TDP1 cell CPT 16µM* and KAT2A inh 2%.
Screening Cc1cc(C)cc(-n2nnc(-c3nc(-c4ccccc4F)no3)c2C)c1 returned FEN1 inh 2%, TDP1 cell CPT inconclusive and KAT2A inh inconclusive.
CCOc1cccc2cc(C(=O)NCc3ccccc3Cl)c(=O)oc12 was read as FEN1 inh 21%, TDP1 cell CPT -10% and KAT2A inh -2%.
`CS(=O)(=O)Nc1nc2n(n1)C(c1ccccc1)CC(c1ccccc1)N2` (configuration not stated) gave FEN1 inh -3%, TDP1 cell CPT 3% and KAT2A inh 0%.
`CC(C)CC(NC(N)=O)C(=O)NCCc1ccc(Cl)cc1` (configuration not stated) gave FEN1 inh 6%, TDP1 cell CPT -1% and KAT2A inh -5%.
CCN(Cc1ccccc1)C(c1cc2cc(C)cc(C)c2[nH]c1=O)c1nnnn1CCOC (configuration not stated) was read as FEN1 inh -3%, TDP1 cell CPT inconclusive and KAT2A inh -3%.

Of the compounds above, these contain a thiophene ring, fused or not:
For C=C(C)Cn1c(SCC(=O)c2ccc(Br)cc2)nc2sc3c(c2c1=O)CCCC3 the results were FEN1 inh 8%, TDP1 cell CPT 5% and KAT2A inh -1%.
Screening CNC(=O)c1cc2c(s1)CCCCCC2 returned FEN1 inh -2%, TDP1 cell CPT -23% and KAT2A inh -1%.
CC(=O)Nc1ccc(OC(=O)c2cccs2)cc1 was read as FEN1 inh 1%, TDP1 cell CPT -13% and KAT2A inh 3%.
`Cc1cc(NC(=O)COC(=O)CNC(=O)c2cccs2)c([N+](=O)[O-])cc1C` gave FEN1 inh -10%, TDP1 cell CPT -14% and KAT2A inh -1%.

This is a subset; rates above refer to the full screens.
